Source: PubChem BioAssay
MEKK2wt PB1 HTS: modulators of MEK5 binding to wildtype MEKK2, primary screen, biochemical, multiplex bead flow cytometry, Alexa488-MEK5; Mitogen-activated protein kinase kinase kinase 2 (Homo sapiens), Q9Y2U5; Alexa488-MEK5 binding to MEKK2 WT; actives lie on both sides; binding response (% of control), % at 10 µM; 290,000 compounds, 1.1% hits; AID 1531, 2009; in the data active = binding response below about 67% or above about 130%
PHOSPHO1 block: PubChem AID 1565; Phosphoethanolamine/phosphocholine phosphatase (Homo sapiens), Q8TCT1; recombinant PHOSPHO1, absorbance phosphatase assay; inhibition, % at 13.3 µM; 290,000 compounds, 1.1% hits; in the data active = inhibition above about 60%
GPR7 antag: GPR7 receptor antagonists, primary screen, cell-based, fluorescence, single concentration; 290,000 compounds, 1.1% hits; inhibition, % at 4.4 µM; Neuropeptides B/W receptor type 1 (Homo sapiens), P48145; AID 1861, 2009; GPR7-expressing cells, fluorescence antagonist assay; in the data active = inhibition above about 16%, passing the limit was not always enough;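 also: cells stimulated with the agonist NPW; 0% = agonist with vehicle and 100% = vehicle without agonist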
Target sequence (P48145 whole entry, looked up): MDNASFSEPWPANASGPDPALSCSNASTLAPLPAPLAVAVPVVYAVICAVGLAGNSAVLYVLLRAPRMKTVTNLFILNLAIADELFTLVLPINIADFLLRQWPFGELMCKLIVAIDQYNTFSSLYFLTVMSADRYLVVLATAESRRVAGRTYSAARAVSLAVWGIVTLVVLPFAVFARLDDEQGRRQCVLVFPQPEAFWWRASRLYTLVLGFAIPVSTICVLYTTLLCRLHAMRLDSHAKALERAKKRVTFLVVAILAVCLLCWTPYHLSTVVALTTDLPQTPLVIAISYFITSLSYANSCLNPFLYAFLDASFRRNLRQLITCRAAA
MEKK3 PB1 HTS: modulators of MEKK3-MEK5 PB1 binding, primary screen, biochemical, wildtype MEKK3, multiplex bead flow cytometry, Alexa488-MEK5; binding response (% of control), % at 10 µM; bead-based flow cytometry, Alexa488-MEK5 binding to MEKK3; actives lie on both sides; 0 = blocked by unlabeled MEK5, 100 = vehicle; Mitogen-activated protein kinase kinase kinase 3 (Homo sapiens), Q99759; AID 1529, 2009; 290,000 compounds, 1.4% hits;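 active = binding response more than 3 SD above or below the average of its plate-row segment, actives on both sides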;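 also: Alexa488 bead fluorescence after subtracting the streptavidin-only scavenger bead signal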
Target sequence (Q99759 whole entry, looked up): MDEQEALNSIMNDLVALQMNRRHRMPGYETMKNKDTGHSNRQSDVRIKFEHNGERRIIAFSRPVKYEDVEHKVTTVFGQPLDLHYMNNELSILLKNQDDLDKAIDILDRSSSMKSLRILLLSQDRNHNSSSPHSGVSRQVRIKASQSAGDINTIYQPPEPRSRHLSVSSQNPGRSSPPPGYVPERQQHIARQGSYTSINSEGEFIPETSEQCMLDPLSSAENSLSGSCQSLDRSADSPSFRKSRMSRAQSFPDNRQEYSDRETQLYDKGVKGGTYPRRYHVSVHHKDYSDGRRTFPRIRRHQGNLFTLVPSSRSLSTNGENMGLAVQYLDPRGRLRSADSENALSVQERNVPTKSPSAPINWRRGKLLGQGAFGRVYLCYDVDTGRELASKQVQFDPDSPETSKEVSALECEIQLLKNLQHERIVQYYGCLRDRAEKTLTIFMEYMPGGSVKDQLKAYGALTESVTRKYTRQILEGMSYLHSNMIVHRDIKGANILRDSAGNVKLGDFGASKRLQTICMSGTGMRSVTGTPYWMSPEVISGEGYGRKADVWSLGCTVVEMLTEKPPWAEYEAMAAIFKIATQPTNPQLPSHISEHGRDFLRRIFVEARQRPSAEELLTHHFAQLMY
OXTR agonist: human OXTR agonists, primary screen, fluorescence, CHO-OTR cells, Fluo-8 calcium; Oxytocin receptor (Homo sapiens), P30559; Fluo-8 calcium fluorescence; normalized: DMSO 0%, oxytocin 100%; activation, % at 3 µM; 320,000 compounds, 0.32% hits;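 active = activation above the mean of all tested compounds plus 3 SD, cutoff set per screening run, cut at about 20% in these data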;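 also: peak over basal fluorescence ratio from a 100 s FLIPR kinetic read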
GalR3 antag: GalR3 antagonists in HEK293 cells, primary screen, cell-based, fluorescence readout. Galanin receptor type 3 (Homo sapiens), O60755. HEK293 GalR3-CNG cAMP membrane potential fluorescence; galR3 body fused to GalR1 C-terminus. inhibition, % at 3 µM. 360,000 compounds, 0.44% hits. AID 651719, 2012;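 active = inhibition above the screen-wide average plus 3 SD, cut at about 13% in these data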;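 also: forskolin and galanin both at EC90 stimulate the cells; cAMP rise reported by CNG channel membrane potential dye signal; 0% = forskolin plus galanin with DMSO and 100% = forskolin alone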
NALP1 yeast inh: NALP1 inflammasome inhibitors in reconstituted yeast, colorimetric, S. cerevisiae, triplicate retest. S. cerevisiae NALP1/ASC/caspase-1 growth, X-gal OD620, 72 h. inhibition, % at 10 µM. 280,000 compounds, 0.61% hits; in the data active = inhibition mostly above about 24%, no sharp cut-off; inactive = mostly below about 32%; also: some compounds called inactive have numbers as strong as hits
MEKK2 mut-MEK5: MEK5 binding signal on mutant MEKK2 PB1, primary screen, biochemical, multiplex bead flow cytometry, Alexa488-MEK5; percent response, % at 10 µM; AID 1530, 2009; 290,000 compounds, 0.35% hits; Alexa488-MEK5 binding to MEKK2 mutant; in the data active = percent response above about 24%, passing the limit was not always enough; also: inactives centre near 1; some results filed as inactive read as strong as hits; reference of the scale not given here
V1R ag counter: agonists of human V1a receptor, primary screen, counter-screen for OXTR agonist project, fluorescence, CHO-V1R cells. 320,000 compounds, 0.25% hits. Fluo-8 calcium fluorescence, agonist mode; 0% DMSO, 100% 3 nM vasopressin. Vasopressin V1a receptor (Homo sapiens), P37288. activation, % at 3 µM;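 active = activation above the mean activation of all tested compounds plus 3 SD, per screening run, cut at about 20% in these data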;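 also: signal is peak over basal fluorescence ratio across a 100 second FLIPR read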
The depositor's hits bear a star; · = not tested or not shown; [ ] = dose if it differs, or a comment.

Every second line gives: MEKK2wt PB1 HTS	PHOSPHO1 block	GPR7 antag	MEKK3 PB1 HTS	OXTR agonist	GalR3 antag	NALP1 yeast inh	MEKK2 mut-MEK5	V1R ag counter
CCOc1ccc(N2CC(C(=O)N3CCCC3)CC2=O)cc1 (configuration not stated)
→ 100	27	-10	102	0.5	-10	-6	0	-0.3
CC(C)(C)N1C(=O)[C@H]2[C@@H](c3ccc(Br)cc3)N3C(=O)N(c4ccccc4)C(=O)[C@@]3(C)[C@H]2C1=O
→ 95	-13	-3	99	1.3	-4	9	1	0.1
Cc1sc2ncnc(N3CCN(C(=O)c4ccco4)CC3)c2c1C
→ 96	41	-2	101	3.2	-5	-3	-2	5.2
COc1ccccc1C(=O)O/N=C(\N)c1ccccn1
→ 90	20	3	93	-0.5	-2	2	-14	0.3
Cc1ccccc1-n1c(C)nnc1SCC(=O)N(C)C1CCS(=O)(=O)C1 (configuration not stated)
→ 96	25	5	100	-0.1	-5	3	-3	-0.8
C=CC(=O)NCCCc1cc(C(C)(C)C)c(O)c(C(C)(C)C)c1
→ 112	2	-12	103	-2.5	-9	·	10	-0.9
Cc1cc(C)n(C(C[N+](=O)[O-])c2ccc(Cl)cc2)n1 (configuration not stated)
→ 103	-1	-7	103	0.8	2	101*	7	-0.8
CCN(c1ccc(OC)cc1)S(=O)(=O)N1CCCC(C(=O)NCc2cccc(C)c2)C1 (configuration not stated)
→ 98	33	2	99	-0.8	·	-3	-4	1.7
CNC(=O)c1[nH]nc2c1CCc1ccccc1-2
→ 106	·	-3	104	0.6	-7	18	9	0.2
Cc1ccc(C(=O)Nc2cc3ccccc3oc2=O)cc1
→ 110	32	-9	114	-0.6	-5	12	3	-0.1
CN(C)c1ccc(/C=N/N(CCO)C2=NS(=O)(=O)c3ccccc32)cc1
→ 106	-5	4	105	-0.4	-8	13	3	1.8
Cc1ccc(CCN2CC(C(=O)NCCCN3CCOCC3)CC2=O)cc1 (configuration not stated)
→ 100	-7	-11	97	0.5	-3	15	-2	0.6
Cc1noc(C)c1C(=O)Nc1nnc(-c2ccccc2)s1
→ 105	14	19	104	0.6	-2	-8	2	3.0
O=C(Nn1cnc2ccccc2c1=O)c1cccc(Cl)c1
→ 78	4	-10	77	-0.2	-6	8	-23	0.7
O=C(/C=C/c1ccccc1)Oc1cccc2cccnc12
→ 78	1	1	81	1.5	-1	-22	-29	4.2
COc1cc(S(=O)(=O)N2CCN(C)CC2)c(OC)cc1Br
→ 97	15	-13	98	0.7	6	20	-4	1.0
CCCCOCCCNC(=O)/C=C/c1ccccc1Cl
→ 111	·	15	109	-2.3	-3	·	11	-0.8
FC(F)(F)c1cccc(N2CCN(Cc3cccnc3)CC2)c1
→ 80	14	-3	78	-1.1	-4	3	-9	-0.3
CCC1CCC(N2CCN(c3ccc(F)cc3)CC2)CC1 (configuration not stated)
→ 108	3	-9	103	·	-4	21	3	·
CCN1CCN(C(=O)CCN2C(=O)c3ccccc3C2=O)CC1
→ 94	-8	-3	100	0.4	-2	16	-1	-0.3
Cc1cc(=O)[nH]c(SCc2cc(Cl)ccc2OC(F)F)n1
→ 106	11	-4	103	2.5	-2	10	1	2.8
COc1cccc(N=CC2=C(O)CCCC2=O)c1
→ 83	40	1	97	1.3	-7	13	-13	-1.1
O=CN1CC(=O)N(c2ccccc2)c2c([nH]c3ccccc23)C1
→ 98	36	-1	102	0.3	-3	-11	0	0.6
CCOC(=O)N1CCN(C(=O)c2cnc(Nc3ccccc3OC)c3ccccc23)CC1
→ 109	-31	-10	109	0.2	11	9	4	0.2
C=COCCNC(=O)C(=O)NC(C)C
→ 104	15	3	104	0.7	-4	7	4	0.9
COc1ccccc1O
→ 101	20	-2	101	-0.5	·	10	2	0.0
CCOP(=O)(OCC)C(Nc1cccc(C(F)(F)F)c1)c1ccc(Br)cc1 (configuration not stated)
→ 103	-3	7	115	·	-7	20	1	·
O=C(NCCS(=O)(=O)N1CCN(c2ccccc2F)CC1)c1cccc(Br)c1
→ 101	38	-8	102	0.6	-7	-1	2	1.9
CCOC(=O)c1nonc1NC(C)=O
→ 104	-13	-11	107	2.1	-6	9	-2	1.5
COC(=O)c1nc2cc(C)ccn2c1F
→ 108	-6	4	111	-0.1	2	16	5	0.1

More structures
| molecule | MEKK2wt PB1 HTS | PHOSPHO1 block | GPR7 antag | MEKK3 PB1 HTS | OXTR agonist | GalR3 antag | NALP1 yeast inh | MEKK2 mut-MEK5 | V1R ag counter |
| --- | --- | --- | --- | --- | --- | --- | --- | --- | --- |
| N#CC1=C(N)SC2(CCCCC2)SC1c1ccccc1 (configuration not stated) | 105 | -93 | -1 | 105 | 1.9 | · | -20 | 5 | -0.2 |
| CC(C)C1CC(=O)NC(SCC(=O)Nc2ccc(Br)cc2)=C1C#N (configuration not stated) | 98 | -28 | -1 | 101 | 15 | 4 | 21 | 4 | 16 |
| Cc1nnc(Sc2c(N)n(C)c(=O)n(C)c2=O)s1 | 107 | 2 | -15 | 105 | 1.6 | 2 | 8 | 4 | 1.5 |
| CCN(C(=O)c1cc2c(=O)[nH]c3ccc(C)cc3c2s1)c1ccc(F)cc1 | 113 | 16 | -18 | 129* | -0.3 | 3 | 28 | 25 | -0.1 |
| CCN(CC)c1ccc2cc(-c3nnc(-c4ccncc4)o3)c(=O)oc2c1 | 96 | 0 | 41* | 96 | · | 0 | 18 | 1 | · |
| COC(=O)C1CCN(C(=O)Nc2ccccc2)CC1 | 106 | 37 | -6 | 103 | 0.0 | -6 | 4 | 18 | 0.5 |
| Cc1nnc(N/N=C/c2ccccc2F)n1N | 106 | 42 | 1 | 107 | 3.8 | -11 | -6 | 6 | 0.7 |
| CC(=O)OCC(=O)[C@@]12OC3(CCCC3)O[C@@H]1C[C@H]1[C@@H]3CCC4=CC(=O)C=C[C@]4(C)[C@@]3(F)[C@@H](O)C[C@@]12C | -3.0* | 1 | -2 | 85 | -0.7 | -1 | 23 | 3 | 0.8 |
| Cc1cccc(C(C)(C)C)c1OCCOCCN1CCCC1 | 99 | 3 | 7 | 93 | -0.2 | -11 | 40 | 0 | 2.7 |
| COc1ccc2c(c1)c(=O)c(C(=O)c1ccc(Cl)cc1)cn2CC(=O)Nc1ccc(F)cc1 | 98 | 4 | -4 | 112 | -1.2 | -1 | 20 | -5 | 0.3 |
| O=C1S/C(=C\c2ccc(Cl)cc2)C(=O)N1CCn1cnnn1 | 102 | 28 | -12 | 103 | 2.9 | -3 | 13 | 3 | 3.6 |
| Cc1cc(C(=O)COc2cccnc2[N+](=O)[O-])c(C)n1Cc1ccco1 | 99 | -81 | -7 | 108 | 6.2 | -5 | -12 | -3 | 5.7 |
| N#CC1=C(N)Oc2n[nH]c(-c3cccs3)c2C1c1ccsc1 (configuration not stated) | 103 | -14 | -5 | 108 | 0.1 | 5 | 2 | 4 | -0.8 |
| O=C(C[n+]1cccc(Br)c1)c1cccs1 | 98 | · | -13 | 91 | -0.8 | -9 | 5 | -1 | 0.2 |
| O=[N+]([O-])c1cc(C(F)(F)F)c(Cl)cc1N1CCN(CCO)CC1 | 102 | -2 | 3 | 102 | 3.2 | -3 | 36 | 30 | 4.2 |
| Cc1c(C(=O)N2CCN(C)CC2)oc2ccc(S(=O)(=O)N3CCOCC3)cc12 | 2.0*[inhibitor] | 6 | 3 | 2.0*[inhibitor] | 2.1 | -8 | 20 | -16 | 1.0 |
| COc1ccccc1-c1nc(C(F)(F)F)c(OC)o1 | 104 | 4 | -19 | 105 | -1.2 | -1 | 33 | 6 | -0.4 |
| COc1cccc(CN2CCN(Cc3cc4ccccc4[nH]3)CC2CCO)c1 (configuration not stated) | 96 | 51 | 67* | 90 | 10 | -4 | · | -9 | 18 |
| CCCCNC(=O)c1c[nH]c2ccc(S(=O)(=O)Nc3ccc(OCC)cc3)cc2c1=O | 101 | -3 | -3 | 102 | 0.1 | 0 | 5 | -2 | 0.2 |
| Cc1cccnc1CN1CCN(Cc2nc(C(c3ccccc3)c3ccccc3)no2)CC1 | 105 | 23 | -15 | 103 | -2.1 | -2 | -14 | 5 | 0.0 |
| COc1ccc(NC(=O)CN(C)C(=O)CNC(=O)C2CCCCC2)cc1 | 99 | 41 | 17 | 96 | -0.2 | -2 | 18 | 2 | 0.0 |
| N#C/C(=C\c1cccnc1)C(=O)Nc1ccc(Cl)cc1 | 98 | 58 | -2 | 103 | -0.5 | -1 | 9 | 2 | 0.2 |
| CCOC(=O)CCC(NC(=O)CC(=O)NC(CCC(=O)OCC)C(=O)OCC)C(=O)OCC (configuration not stated) | 84 | 21 | -3 | 96 | -0.5 | 0 | -2 | -8 | -0.1 |
| O=C(CN1CCN(c2ccccn2)CC1)Nc1cc(C(F)(F)F)ccc1Cl | 101 | 15 | -16 | 98 | -2.2 | 3 | 7 | 4 | 0.7 |
| COc1ccc(C2C3=C(CC(C)(C)CC3=O)Nc3c2c(=O)[nH]c(=O)n3Cc2ccccc2)cc1OC (configuration not stated) | 97 | -3 | -10 | 91 | 0.2 | -3 | 33 | -3 | 0.7 |
| COc1ccc(S(=O)(=O)N2CCOC2CNC(=O)C(=O)NCc2cccnc2)cc1C (configuration not stated) | 107 | 43 | -10 | 108 | -0.9 | -1 | · | 13 | -1.2 |
| COCCCn1c(SCc2ccc(OC)cc2)nc2cc(OC)c(OC)cc2c1=N | 116 | 12 | -8 | 102 | -0.7 | -4 | 3 | 1 | -1.1 |
